# E coli RNAP – E. coli RNAP inhibitors, biochemical. inhibition, %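 (tested at 10 µM)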. hit rate 0.2% among 62,000. AID 559, 2006. E. coli RNA polymerase, fluorescence transcription assay; in the data active means inhibition above about 20%;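 further: 0% = enzyme without compound and 100% = no enzyme blank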
# JNK3 inh – JNK3 kinase activity inhibitors, primary screen, biochemical, human, purified enzyme; HTS; inhibition, % at 8 µM; hit rate 0.61% among 60,000; AID 746, 2007; in the data active means inhibition above about 17%;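 further: 0% = DMSO and 100% = reference inhibitor; many of its hits are not listed in these tables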
# RORA act – activators of orphan receptor RORA, primary screen, cell-based, luminescence; Nuclear receptor ROR-alpha (Homo sapiens), P35398; CHO-K1 Gal4-RORA LBD luciferase reporter; percent increase over mock-subtracted basal signal; activation, % at 10 µM; hit rate 1.5% among 65,000; AID 560, 2006;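 active means activation above the mean of all tested compounds plus 3 SD, cut at about 49% in these data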;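 further: 0% = DMSO-treated RORA cells and 100% = added signal equal to DMSO minus mock-transfected cells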
# CatB block – human cathepsin B inhibitors, primary screen, biochemical, fluorogenic substrate; P07858; purified cathepsin B, fluorescence; inhibition, %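 (tested at 10 µM)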; hit rate 0.1% among 63,000; AID 453, 2006; in the data active means inhibition above about 21%;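 further: 0% = enzyme with no compound and 100% = no enzyme blank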
# CatS block – inhibitors of human cathepsin S, biochemical, compound mixtures. P25774. recombinant cathepsin S, AMC dipeptide fluorescence, pooled mixtures. inhibition, %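 (tested at 5 µM per compound within 10-compound mixtures)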. hit rate 0.06% among 62,000; in the data active means inhibition above about 32%, passing the limit was not always enough;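 further: 0% = enzyme without compound and 100% = blank without enzyme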
# CatB mixtures – cathepsin B inhibitors from pooled compounds, primary screen, biochemical, compound mixtures, AMC fluorescence. Purified cathepsin B, AMC dipeptide fluorescence. hit rate 0.06% among 62,000. inhibition, %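 (ten-compound pools at 5 µM per compound and 50 µM total)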. AID 488, 2006; in the data active means inhibition above about 22%, passing the limit was not always enough;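 further: 0% = enzyme without compound and 100% = no enzyme blank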
# AP ELISA ortho – alternative complement pathway inhibitors, primary screen, biochemical, ELISA, human serum, orthogonally pooled compounds; AID 1235, 2008; hit rate 0.08% among 62,000; LPS-coated ELISA, C3 deposition; tested in compound mixtures; inhibition, % at 5 µM;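 active means inhibition above 30% in each of the two pooled mixtures holding the compound, so the lower value exceeds 30%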;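 further: 0% = serum in Mg-EGTA without compound and 100% = EDTA serum blank; some compounds past the cut are filed as inactive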
#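 Assay system: human serum alternative complement pathway, C3 deposition on LPS-coated wells; Dosing: 5 µM per compound in ten-compound mixtures; Detection: Anti-C3 ELISA, OD 450 nm; Buffer or medium: Mg2+-EGTA GVB++ buffer containing human serum at 1:15 dilution; Timing: 1 h at 37 °C; Replication: two different pools per compound.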
# ROCK2 inh – inhibitors of human ROCK2 kinase, primary screen, biochemical, high-throughput, luminescence; Rho-associated protein kinase 2 (Homo sapiens), O75116; purified ROCK2, Kinase-Glo ATP depletion luminescence; inhibition, % at 6 µM; hit rate 0.35% among 60,000;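 active means inhibition above the screen-wide mean inhibition plus 3 SD, cut at about 18% in these data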;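 further: plate controls were DMSO wells for no effect and Y-27632 control wells after no-enzyme background subtraction for full effect; many of its hits are not listed in these tables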
# PKA kinase inh – inhibitors of human PKA kinase activity, primary screen, biochemical, ATP-depletion luminescence, Kemptide substrate | PKA Kemptide phosphorylation, Kinase-Glo ATP luminescence | inhibition, % at 6 µM | hit rate 0.1% among 65,000;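 active means inhibition above the screen-wide mean inhibition plus 3 SD, cut at about 21% in these data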; further: many of its hits are not listed in these tables
# * = called active by the depositor; x = not tested or not shown. Some of the compounds tested; rates above refer to the full screens.
SMILES,E coli RNAP,JNK3 inh,RORA act,CatB block,CatS block,CatB mixtures,AP ELISA ortho,ROCK2 inh,PKA kinase inh
COCCCn1c(Cc2csc(Nc3cccc(Cl)c3)n2)nnc1SCC(=O)OC,1.3,-2.7,-16.6,8.2,3.6,1.5,4.4,4.6,13.6
CC(=O)c1cc2c(cc1NC(=O)CCn1cccc1)OCO2,3.7,0.5,5.3,-1.7,10.3,-0.7,3.4,5.4,6.0
O=C(NCC1COc2ccccc2O1)c1c[nH]c2ccc(S(=O)(=O)N3CCOCC3)cc2c1=O (stereo not given),-3.8,-4.9,4.6,-0.6,-0.7,3.4,6.2,3.1,5.6
COc1ccc(Cl)cc1NC(=O)CN1C(=O)CSC1=O,4.8,1.0,-10.1,6.6,8.9,0.9,-8.3,7.1,4.3
O=C(Nc1ncc(Br)s1)C1CCCN1S(=O)(=O)c1cccc2cccnc12 (stereo not given),13.4,1.6,-4.6,3.3,8.3,-9.0,-5.9,0.1,-2.9
COc1ccc(N2CCC(CNS(=O)(=O)c3cccc(C(F)(F)F)c3)C2)cc1 (stereo not given),4.6,-5.0,-13.2,1.6,-5.9,3.4,-11.4,3.9,7.9
COc1ccccc1-c1c(C)nn2c(N3CCN(c4ccccc4OC)CC3)cc(C)nc12,3.5,3.2,2.3,2.9,9.6,-2.3,4.6,6.8,7.9
COc1cc(-c2nnc3n2N=C(c2ccccc2)CS3)cc(OC)c1OC,4.6,4.2,31.2,-8.0,-5.3,3.0,6.3,6.9,-0.1
COc1ccc(C(=O)NCCC(C)C)cc1S(=O)(=O)N1CCOCC1,9.9,5.7,-6.7,-4.8,1.3,4.5,3.5,3.9,8.2
CC1CN(C(=O)c2cc(F)c(F)cc2Cl)CC(C)O1 (stereo not given),x,-1.7,-35.7,x,6.0,-2.9,-8.0,-9.4,2.4

# Reprinted at random: 4 compounds from above.
SMILES,E coli RNAP,JNK3 inh,RORA act,CatB block,CatS block,CatB mixtures,AP ELISA ortho,ROCK2 inh,PKA kinase inh
CC(=O)c1cc2c(cc1NC(=O)CCn1cccc1)OCO2,3.7,0.5,5.3,-1.7,10.3,-0.7,3.4,5.4,6.0
COc1ccccc1-c1c(C)nn2c(N3CCN(c4ccccc4OC)CC3)cc(C)nc12,3.5,3.2,2.3,2.9,9.6,-2.3,4.6,6.8,7.9
O=C(NCC1COc2ccccc2O1)c1c[nH]c2ccc(S(=O)(=O)N3CCOCC3)cc2c1=O (stereo not given),-3.8,-4.9,4.6,-0.6,-0.7,3.4,6.2,3.1,5.6
COc1ccc(Cl)cc1NC(=O)CN1C(=O)CSC1=O,4.8,1.0,-10.1,6.6,8.9,0.9,-8.3,7.1,4.3

# Other records
SMILES,E coli RNAP,JNK3 inh,RORA act,CatB block,CatS block,CatB mixtures,AP ELISA ortho,ROCK2 inh,PKA kinase inh
CC(=O)Nc1nc(C)c(S(N)(=O)=O)s1,-7.3,3.6,-0.2,-1.8,-8.6,-2.8,26.6,0.4,-2.5
CCc1cc(C(=O)OC)c(NC(=O)CCCC(=O)O)s1,3.1,3.1,-3.1,0.3,11.0,6.6,6.2,-0.9,0.6
O=C1Nc2ccccc2C(O)(C(=O)NCc2ccco2)N1c1ccccc1 (stereo not given),4.3,x,-6.7,5.5,-9.3,0.0,3.9,x,10.5
c1coc(CNc2ncnc3sc4c(c23)CCCCC4)c1,3.0,10.5,-9.2,-3.6,8.1,4.4,6.1,18.5*,9.0
CCC(=O)OCCn1c(=O)c2cc3c(=O)n(CCOC(=O)CC)c(=O)c3cc2c1=O,-8.4,2.5,4.1,0.0,11.2,2.8,-7.5,3.5,6.2
CCOC(=O)N1CCN(C(=O)c2ccc(N3CCCC3=O)cc2)CC1,-0.7,4.7,0.7,1.2,0.0,0.2,13.1,0.9,-1.0
CCOC(=O)N1CCN(c2c(NCc3ccccc3OC)c(=O)c2=O)CC1,8.0,0.5,-8.5,5.4,6.6,1.1,2.1,0.5,7.1
O=C1OCCC1Sc1nc2ccccc2[nH]1 (stereo not given),8.0,-0.6,-11.4,8.3,19.1,4.5,0.3,4.4,7.4
N#CCCN1CCN(S(=O)(=O)c2ccc(S(=O)(=O)NC3CCCCC3)cc2)CC1,7.9,-4.6,9.9,4.7,10.8,7.8,9.9,0.6,-2.2
CCC(C)NC(=O)CS(=O)Cc1nc(-c2ccccc2C)oc1C (stereo not given),6.2,-3.2,18.1,-4.3,16.6,3.2,7.9,-1.1,0.4
CCN1CCN(CC(O)COc2ccc(C)c(C)c2)CC1 (stereo not given),6.3,-6.0,-5.8,0.4,8.5,4.4,10.2,0.3,0.7
COc1ccc(OC)c(NC(=O)c2cn(C)c(=O)c3cc(OC)c(OC)cc23)c1,-12.4,x,-0.6,0.9,9.0,3.2,-5.5,x,9.5
COc1ccc(CNc2oc(-c3cccc4ccccc34)nc2C#N)cc1,-43.5,3.2,-12.8,-11.6,-16.9,-5.7,-0.2,-3.4,8.5
Cc1cccc2c(=O)oc(-c3ccc4c(c3)C(=O)N(CC3CCCO3)C4=O)nc12 (stereo not given),-5.1,-6.0,2.4,-2.0,-9.7,-3.3,11.1,-0.2,-0.3
Cn1c(COc2ccccc2)nnc1SCCC(=O)Nc1ccccc1,7.7,6.5,-5.7,-3.8,2.1,3.9,3.3,3.7,0.8
CC1(C)Cc2nc3sc4c(=O)[nH]cnc4c3cc2CS1,9.4,-0.4,12.4,2.0,-15.0,-10.1,4.8,6.9,1.8
CCOC(=O)c1cc2n(n1)C(C(F)(F)F)CC(C)N2 (stereo not given),-3.0,-3.6,-8.1,-1.4,-4.9,-1.0,4.7,-6.9,-5.0
O=C(Nc1ccccc1C(=O)N1CCOCC1)C1CCCO1 (stereo not given),4.5,-5.8,0.2,0.3,-2.7,-0.3,-0.7,8.4,8.9
CC(C)(C)SCCNC(=O)CSc1ccccc1,7.0,-3.1,16.0,-3.7,4.7,5.8,14.8,5.6,7.6
CCOC(=O)N1CCC2(O)CCCCC2C1c1ccc(F)cc1 (stereo not given),-2.7,7.7,-10.6,-3.3,25.2,0.6,14.1,3.6,-3.2
COc1ccc(-c2nnc3ccc(SC)nn23)cc1,2.6,8.6,-5.8,-6.8,1.0,7.8,16.1,-3.6,3.7
COc1ccc(NC(=O)Nc2nccs2)cc1,9.3,1.6,64.3*,4.8,1.4,-6.8,18.9,-2.6,1.5
Cc1ccc(C(C)C)c(OCc2nnc(SCC(=O)Nc3ncc(C)s3)n2C)c1,2.0,-1.4,-13.4,-2.5,11.5,2.4,7.4,0.2,0.9
O=C(NC1CC1)c1ccc(COc2ccc(F)cc2)o1,8.2,2.6,-1.1,-2.1,8.9,-0.8,1.8,5.3,9.2
O=C(NCC1CCCO1)c1ccc(CS(=O)(=O)Cc2ccc(F)cc2)o1 (stereo not given),-6.3,-2.7,-19.6,2.2,-6.8,-0.9,-9.6,2.8,8.1
O=C(CN(Cc1ccccc1)C(=O)c1ccc2c(c1)OCCO2)NCc1ccc2c(c1)OCO2,5.8,-1.3,-9.1,2.1,-5.8,6.9,11.1,5.9,8.3
COC(=O)c1ccccc1OC(=O)c1ccc(Br)o1,-0.4,5.1,-10.4,2.7,4.3,-1.2,21.4,-5.3,-1.8
CC1(N2CCOCC2)CC2(O)C(=[N+]1[O-])CCc1nonc12 (stereo not given),13.8,0.5,7.7,5.0,11.5,1.3,1.8,3.8,4.4
CNC(=O)c1ccc2nc(NC(C)=O)sc2c1,14.3,0.0,10.0,2.3,-9.4,2.6,-3.3,4.3,-2.2
Cc1cc(N2CCN(S(=O)(=O)c3ccc4c(c3)OCCO4)CC2)n2ncnc2n1,1.9,-1.2,-4.6,-2.8,-3.9,-1.4,12.1,2.5,5.6
Cc1ccc(C2CC(C(F)(F)F)n3nc(C(=O)NCc4c(C)nn(C)c4C)c(Cl)c3N2)cc1 (stereo not given),7.8,-1.8,-20.9,4.8,-5.4,3.6,6.9,2.8,3.5
CC1CCN(C(=O)CSc2ccc3nnc(-c4ccccc4)n3n2)CC1,8.5,8.7,-8.0,-7.0,6.5,-2.0,-2.9,5.4,11.5
CNC(=O)CC(C(=O)O)c1ccc(OC(C)C)cc1 (stereo not given),4.5,2.2,-3.5,0.3,1.6,0.2,1.8,0.5,2.6
CCCCN(C)CCn1c(=S)[nH]c2ccc(N3CCOCC3)cc2c1=O,1.4,x,0.3,5.4,15.9,1.8,14.7,x,-0.1
COC(=O)c1cc(Br)c(=O)n(-c2ccccc2OC)c1,x,-2.4,-3.8,-2.7,2.5,6.4,4.3,6.4,4.7
CCCc1c(O)nc(SCc2ccccc2)[nH]c1=O,4.8,7.4,-9.5,-0.1,-2.6,1.3,7.1,9.9,8.9
COc1ccc(CNn2c(C)nc3ccccc3c2=O)cc1,17.3,-0.1,-1.6,3.3,6.4,4.9,14.9,6.7,5.5
N#Cc1cc2c(nc1SCc1cccnc1)CCC2,-0.2,-0.8,3.1,4.0,6.1,-0.2,-4.1,-6.0,-8.2
O=C1CCC(=O)N1OCCCOc1ccc2c(c1)CCC2,0.3,7.4,3.4,0.8,-22.1,1.0,16.1,2.0,5.8
COc1ccc(C2CC(C(F)(F)F)n3nc(CO)c(Cl)c3N2)cc1OC (stereo not given),2.6,-0.9,1.6,0.1,9.5,-0.6,-5.8,2.5,12.1
Cc1ccc2c(C)nc(NC3=NCN(C(C)C)CN3)nc2c1,2.0,1.6,-12.1,0.6,0.0,-0.6,13.8,3.6,-1.5
COc1ccc(OC)c(C(=O)CSc2nnc(-c3cccs3)o2)c1,2.5,-0.7,-7.1,2.0,8.8,-2.4,5.3,2.1,13.0
Cc1noc(NS(=O)(=O)c2ccc(NC(=O)c3ccc(Br)o3)cc2)c1C,5.4,5.9,24.7,-1.5,5.7,-5.1,-11.0,4.2,3.4
O=S(=O)(NCc1csc(-c2cccnc2)n1)c1ccc2c(c1)OCCO2,0.0,-4.9,-16.3,0.7,-1.3,0.1,3.9,-1.3,-1.9
Cc1cc(NC(=O)CSc2nnc(-c3ccoc3C)n2N)no1,x,1.1,7.5,-0.6,3.3,4.8,11.9,-1.3,3.2
CCn1c(COc2ccccc2)nnc1SCC(=O)Nc1ccc2c(c1)OCCO2,2.5,3.5,-8.2,1.1,-7.7,3.1,4.8,7.9,6.5
CC(=O)c1cc2c(cc1NC(=O)CCCC(=O)O)OCO2,4.7,-1.4,10.2,-0.9,-6.0,-1.2,11.4,4.8,9.8
CC(C)(C)n1nnnc1C(c1cccs1)N1CCCC2(CCCCC2)C1 (stereo not given),-5.5,-5.6,-15.7,-3.0,-6.4,-3.8,17.6,-1.3,-8.9
Cc1ccccc1Cn1cc(NC(=O)c2cc3nc(-c4ccco4)cc(C(F)(F)F)n3n2)cn1,6.8,3.1,11.0,1.5,17.3,3.8,0.1,2.2,-7.3
CS(=O)(=O)c1ccc(Cl)c(S(=O)(=O)NCc2ccccc2)c1,2.5,2.5,5.8,7.1,2.8,2.1,6.4,12.3,7.7
O=C(NCC1CCCO1)c1ccccc1-c1nc(-c2ccc(Cl)cc2)no1 (stereo not given),-0.6,-0.1,11.9,-1.8,-6.3,4.8,20.9,1.3,-1.3
O=C(C1CC(c2ccc(F)cc2)=NO1)N1CCN(Cc2ccccc2)CC1 (stereo not given),-4.0,-2.5,0.2,-3.6,-1.5,-4.4,9.7,-7.7,-16.2

# Source: PubChem
